HTR5A inv ag: HTR5A inverse agonism, opioid heterodimer counter-screen. P47898. HTR5A cell line, luminescence. inhibition, % at 9.3 µM. hit rate 0.083% among 340,000. AID 504634; in the data active = inhibition mostly above about 23%, no sharp cut-off; inactive = mostly below about 18%;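 note: 0% = cells with DMSO and 100% = no-cell wells with DMSO; some compounds called inactive have numbers as strong as hits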
Tat export inh: inhibitors of E. coli Tat protein transport; hit rate 0.036% among 340,000; inhibition, % at 10 µM; E. coli MC4100 TorA-mCherry Tat export, fluorescence;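 active = mean replicate inhibition at least 50% and at least half of replicates individually reaching 50%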;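 note: exported cargo escapes ClpAP degradation while cytoplasmic cargo is degraded and loses fluorescence; 0% = median of neutral control wells and 100% = median of NaSCN control wells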
E coli growth: bacterial growth inhibition, counter-screen for AddAB inhibitors | E. coli V3065 growth, OD600 absorbance, 18 h | inhibition, % at 11.9 µM | hit rate 0.27% among 330,000;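 active = inhibition above the campaign's mean inhibition across all tested compounds plus 3 SD, cut at about 9.9% in these data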;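 note: uninfected addAB+ strain grown without phage in ampicillin broth; 0% = DMSO wells and 100% = ciprofloxacin 0.95 µg/ml wells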
PKA-R2B activ: activators of human PKA-R2B complex; PKA-R2B holoenzyme dissociation, Cy5-IP20 fluorescence polarization; R2B truncated from residue 108, S112A mutant; 0% DMSO only, 100% 113 µM cGMP; activation, % at 11.4 µM; hit rate 0.079% among 340,000; P22694+P31323;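 active = activation above a cutoff set at the mean over all compounds plus 3 SD, cut at about 18% in these data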;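 note: higher means more holoenzyme dissociation and a rise in polarization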
Target sequence (P31323 whole entry, looked up, other chains not shown, the tested form may be a part): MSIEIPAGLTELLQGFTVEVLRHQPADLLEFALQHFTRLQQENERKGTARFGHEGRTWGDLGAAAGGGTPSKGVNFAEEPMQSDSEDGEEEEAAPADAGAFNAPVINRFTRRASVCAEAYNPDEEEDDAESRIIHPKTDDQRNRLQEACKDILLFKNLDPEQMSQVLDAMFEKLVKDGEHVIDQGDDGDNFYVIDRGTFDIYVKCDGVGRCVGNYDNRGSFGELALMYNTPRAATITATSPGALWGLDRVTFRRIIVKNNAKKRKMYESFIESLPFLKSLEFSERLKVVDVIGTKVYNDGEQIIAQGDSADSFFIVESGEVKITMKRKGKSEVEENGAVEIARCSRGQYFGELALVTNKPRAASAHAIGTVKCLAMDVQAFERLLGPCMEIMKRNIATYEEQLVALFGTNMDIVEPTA
CDK5 inh: inhibitors of human CDK5/p35 kinase; inhibition, % at 10 µM; AID 488839; Recombinant CDK5/p35, ADP-Glo luminescence, 60 min; Q00535+Q15078; hit rate 0.01% among 330,000;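 active = highest replicate inhibition of at least 50% and at least 75% of replicates reaching 50%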;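 note: plate controls were DMSO neutral control for no effect and GW8510 at 10 µM for full effect; many of its hits are not listed in these tables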
AddAB inh: less growth of phage-infected E. coli with AddAB | inhibition, % at 11.9 µM | E. coli expressing H. pylori AddAB, absorbance growth | AID 435030 | hit rate 0.29% among 330,000; in the data active = inhibition above about 12%;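 note: 0% = vehicle wells of infected cells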
phage Ecoli inh: E. coli growth loss with phage present | inhibition, % at 11.9 µM | AID 651602 | growth absorbance | hit rate 0.26% among 360,000; in the data active = inhibition above about 11%
SUMO Mot1 rescue: SUMOylation pathway inhibition by Mot1-301 growth rescue | S. cerevisiae Mot1-301 growth rescue, ATP luminescence, 38.5C; percent above DMSO median, 100 means doubled | growth rescue, % at 18.8 µM | hit rate 1% among 320,000;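 active = every valid replicate shows activation above 250% relative to neutral control wells; inactive = the rest, any valid replicate at or below 250%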;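 note: OY570 slx delta 5 strain wells were the positive control but not used for scaling; some compounds called inactive have numbers as strong as hits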
PKA-R1A act: PKA-R1A complex activation | activation, % at 11.4 µM | PKA-R1A dissociation, Cy5-IP20 fluorescence polarization; scaled: DMSO 0%, 113 µM cGMP 100% | hit rate 0.083% among 340,000;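 active = percent activation above the mean of all tested compounds plus 3 SD, cut at about 19% in these data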;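 note: higher means more PKAc released from R1A so a rise in polarization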
HTR5A ag ctr: counter-screen for OPRM1-OPRD1 agonists: human HTR5A agonism | HTR5A agonist assay, luminescence, cell-based | activation, % at 9.3 µM | hit rate 0.61% among 340,000; in the data active = activation mostly above about 9.5%, no sharp cut-off; inactive = mostly below about 7.6%;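 note: 0% = cells with vehicle only and 100% = reference agonist; strong numbers were not always called active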
DAGLB inh: blocks human DAGLB lipase activity; Q8NCG7; HEK293T DAGLB membrane lysate, EnzChek fluorogenic substrate; inhibition, % at 5.17 µM; hit rate 0.059% among 340,000; AID 504411; in the data active = inhibition above about 34%;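 note: 0% = enzyme with vehicle and 100% = wells lacking enzyme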
Target sequence (Q8NCG7 whole entry, looked up): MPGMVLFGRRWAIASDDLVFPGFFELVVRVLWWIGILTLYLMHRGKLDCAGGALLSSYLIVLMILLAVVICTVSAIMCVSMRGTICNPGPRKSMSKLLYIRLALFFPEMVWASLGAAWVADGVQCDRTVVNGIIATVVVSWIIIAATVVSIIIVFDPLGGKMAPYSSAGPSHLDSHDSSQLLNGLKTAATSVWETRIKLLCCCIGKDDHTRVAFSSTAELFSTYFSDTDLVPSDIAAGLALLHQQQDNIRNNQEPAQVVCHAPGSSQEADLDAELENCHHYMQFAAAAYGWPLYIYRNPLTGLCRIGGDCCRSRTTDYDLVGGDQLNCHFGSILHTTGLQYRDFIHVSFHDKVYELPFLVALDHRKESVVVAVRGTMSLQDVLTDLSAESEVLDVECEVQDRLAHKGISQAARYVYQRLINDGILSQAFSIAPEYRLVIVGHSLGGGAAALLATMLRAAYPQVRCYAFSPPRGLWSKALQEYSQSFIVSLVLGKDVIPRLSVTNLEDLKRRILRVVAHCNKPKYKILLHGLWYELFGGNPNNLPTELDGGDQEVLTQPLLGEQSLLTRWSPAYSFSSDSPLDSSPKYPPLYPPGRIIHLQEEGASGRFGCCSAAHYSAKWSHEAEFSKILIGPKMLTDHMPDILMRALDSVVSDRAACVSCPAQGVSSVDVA
The depositor's hits bear a star; & = joins results of further samples.

What do the screens show for `CCC(C)Sc1cc(-c2nc3ccccn3c2NC2CCCCC2)ccc1OC` (stereo unspecified)?
HTR5A inv ag: 10; Tat export inh: 2; E coli growth: -0.8; PKA-R2B activ: -6; CDK5 inh: -0.1; AddAB inh: -0.4; phage Ecoli inh: 1.4&2.5; SUMO Mot1 rescue: 136; PKA-R1A act: 6; HTR5A ag ctr: 2; DAGLB inh: -5

How did COCc1cc(Sc2ccc(Cl)cc2)nc(C)n1 do in these assays?
HTR5A inv ag: 11; Tat export inh: -2; E coli growth: 1.0; PKA-R2B activ: -2; CDK5 inh: 0.2; AddAB inh: 4.6; phage Ecoli inh: 4.1; SUMO Mot1 rescue: inactive; PKA-R1A act: -2; HTR5A ag ctr: -2; DAGLB inh: -3

What do the screens show for `COc1cc(C=C(c2nc3ccccc3s2)c2nc3ccccc3s2)ccc1O`?
HTR5A inv ag: 19; Tat export inh: 16; E coli growth: -2.7; PKA-R2B activ: -2; CDK5 inh: 0.1; AddAB inh: 3.5; phage Ecoli inh: 4.6; SUMO Mot1 rescue: -14; PKA-R1A act: -9; HTR5A ag ctr: -8; DAGLB inh: 0

How did CCNC(=O)N1CCOCC1 do in these assays?
HTR5A inv ag: 14; Tat export inh: -12; E coli growth: 0.8; PKA-R2B activ: -8; CDK5 inh: 14; AddAB inh: 3.7; phage Ecoli inh: 0.5; SUMO Mot1 rescue: 21; PKA-R1A act: -12; HTR5A ag ctr: -5; DAGLB inh: 1

How did CC(C)C[C@@H](CO)N1CCN(CCc2ccccc2)CCC1=O do in these assays?
HTR5A inv ag: -46; Tat export inh: 10; E coli growth: 3.0; PKA-R2B activ: 1; CDK5 inh: 0.7; AddAB inh: 4.2; phage Ecoli inh: 1.9; SUMO Mot1 rescue: -2; PKA-R1A act: -6; HTR5A ag ctr: 16; DAGLB inh: -1

Results for CCOC(=O)c1sc(=NC(=O)CCSc2ccccc2)n(C)c1C ?
HTR5A inv ag: -5; Tat export inh: 6; E coli growth: 0.1; PKA-R2B activ: -6; CDK5 inh: 0.3; AddAB inh: -1.9; phage Ecoli inh: 0.6; SUMO Mot1 rescue: -4; PKA-R1A act: -14; HTR5A ag ctr: 2; DAGLB inh: -11

What do the screens show for `O=[N+]([O-])c1ccc(CN2CCN(c3ccccc3)CC2)o1`?
HTR5A inv ag: -10; Tat export inh: 0; E coli growth: -1.7; PKA-R2B activ: 5; CDK5 inh: 0.0; AddAB inh: 3.5; phage Ecoli inh: 0.9; SUMO Mot1 rescue: 24; PKA-R1A act: -9; HTR5A ag ctr: 3; DAGLB inh: -1

How did COc1ccc(N2CCN(CC(=O)Nc3ccc(-n4cnnn4)cc3)CC2)cc1 do in these assays?
HTR5A inv ag: 19; Tat export inh: 8; E coli growth: 1.1; PKA-R2B activ: -7; CDK5 inh: 2.4; AddAB inh: 1.8; phage Ecoli inh: -0.8; SUMO Mot1 rescue: 12; PKA-R1A act: -5; HTR5A ag ctr: 3; DAGLB inh: 0

Results for CCOc1ccc(NC(=O)N(C2CCCCC2)C(C)c2ccncc2)cc1 (stereo unspecified) ?
HTR5A inv ag: 4; Tat export inh: -3; E coli growth: -1.5; PKA-R2B activ: -7; CDK5 inh: -3.6; AddAB inh: 1.4; phage Ecoli inh: 1.4; SUMO Mot1 rescue: 25; PKA-R1A act: 5; HTR5A ag ctr: 5; DAGLB inh: 2

How did Cc1ccc(CNC(=O)c2ccc(F)c(S(=O)(=O)N3CCOCC3)c2)cc1 do in these assays?
HTR5A inv ag: 4; Tat export inh: 3; PKA-R2B activ: -6; CDK5 inh: -0.5; phage Ecoli inh: 2.6; PKA-R1A act: 6; HTR5A ag ctr: -1; DAGLB inh: -1

What do the screens show for `COc1ccc(NC(=S)N2CCC(C(=O)c3ccc(OC)cc3)CC2)cc1`?
HTR5A inv ag: -1; Tat export inh: 0; E coli growth: -0.7; PKA-R2B activ: -4; CDK5 inh: 1.8; AddAB inh: -0.3; phage Ecoli inh: 1.4; SUMO Mot1 rescue: 17; PKA-R1A act: -8; HTR5A ag ctr: 10; DAGLB inh: 0

What do the screens show for `O=C(/C=C/Nc1ccc(S(=O)(=O)Nc2cnc3ccccc3n2)cc1)c1cccnc1`?
HTR5A inv ag: 16; Tat export inh: -1; E coli growth: 3.5; PKA-R2B activ: 0; CDK5 inh: -2.0; AddAB inh: 2.0; phage Ecoli inh: 0.5; SUMO Mot1 rescue: 209; PKA-R1A act: -5; HTR5A ag ctr: 1; DAGLB inh: 1

3 entries from above, ordered by heavy-atom count, ascending.
What do the screens show for `O=[N+]([O-])c1ccc(CN2CCN(c3ccccc3)CC2)o1`?
HTR5A inv ag: -10; Tat export inh: 0; E coli growth: -1.7; PKA-R2B activ: 5; CDK5 inh: 0.0; AddAB inh: 3.5; phage Ecoli inh: 0.9; SUMO Mot1 rescue: 24; PKA-R1A act: -9; HTR5A ag ctr: 3; DAGLB inh: -1

How did CC(C)C[C@@H](CO)N1CCN(CCc2ccccc2)CCC1=O do in these assays?
HTR5A inv ag: -46; Tat export inh: 10; E coli growth: 3.0; PKA-R2B activ: 1; CDK5 inh: 0.7; AddAB inh: 4.2; phage Ecoli inh: 1.9; SUMO Mot1 rescue: -2; PKA-R1A act: -6; HTR5A ag ctr: 16; DAGLB inh: -1

How did COc1ccc(N2CCN(CC(=O)Nc3ccc(-n4cnnn4)cc3)CC2)cc1 do in these assays?
HTR5A inv ag: 19; Tat export inh: 8; E coli growth: 1.1; PKA-R2B activ: -7; CDK5 inh: 2.4; AddAB inh: 1.8; phage Ecoli inh: -0.8; SUMO Mot1 rescue: 12; PKA-R1A act: -5; HTR5A ag ctr: 3; DAGLB inh: 0

(further entries)
What do the screens show for `CC(C)(C)/C(O)=C/c1nc2ccccc2oc1=O`?
HTR5A inv ag: 28; Tat export inh: 3; E coli growth: -3.5; PKA-R2B activ: 8; CDK5 inh: -0.7; AddAB inh: -4.5; phage Ecoli inh: -1.1; SUMO Mot1 rescue: 17; PKA-R1A act: 8; HTR5A ag ctr: 2; DAGLB inh: 2

What do the screens show for `Cc1ccsc1C(=O)NCCc1ccco1`?
HTR5A inv ag: -9; Tat export inh: 2; E coli growth: 1.9; PKA-R2B activ: -6; CDK5 inh: 0.8; AddAB inh: 2.6; phage Ecoli inh: 0.4; SUMO Mot1 rescue: 3; PKA-R1A act: -2; HTR5A ag ctr: 3; DAGLB inh: -1

How did COc1ccc(Cc2nnc(NC(=O)CSc3ccc(C)cc3)s2)cc1OC do in these assays?
HTR5A inv ag: 4; Tat export inh: -7; E coli growth: 0.6; PKA-R2B activ: -5; CDK5 inh: 1.2; AddAB inh: 0.2; phage Ecoli inh: 1.3; SUMO Mot1 rescue: -4; PKA-R1A act: 2; HTR5A ag ctr: -1; DAGLB inh: 1

How did CCOC(=O)c1cc(-c2ccc(/C=C3/C(=O)N(c4ccc(C(=O)O)cc4)N=C3C)o2)ccc1Cl do in these assays?
HTR5A inv ag: -10; Tat export inh: -6; E coli growth: -0.7; PKA-R2B activ: 2; CDK5 inh: 1.9; AddAB inh: 2.5; phage Ecoli inh: 0.9; SUMO Mot1 rescue: 19; PKA-R1A act: 9; HTR5A ag ctr: 3; DAGLB inh: 0

What do the screens show for `O=C(OCc1nc2ccc(Cl)cc2n1CCO)c1ccc(O)cc1`?
HTR5A inv ag: 6; Tat export inh: -1; E coli growth: 0.3; PKA-R2B activ: -13; CDK5 inh: 1.7; AddAB inh: 3.5; phage Ecoli inh: 1.8; SUMO Mot1 rescue: -2; PKA-R1A act: -4; HTR5A ag ctr: -2; DAGLB inh: -2

Results for CN[C@H]1CCc2cc(OC)c(OC)c(OC)c2-c2ccc(N(C)CC(OC)OC)c(=O)cc21 ?
HTR5A inv ag: -14; Tat export inh: -5; E coli growth: 3.8; PKA-R2B activ: -6; CDK5 inh: -3.9; AddAB inh: 2.4; phage Ecoli inh: 2.8; SUMO Mot1 rescue: -11; PKA-R1A act: -7; HTR5A ag ctr: 4; DAGLB inh: 0

Results for COC(=O)CNC(=O)COC(=O)/C=C/c1cccs1 ?
HTR5A inv ag: -2; Tat export inh: 3; E coli growth: 3.7; PKA-R2B activ: 1; CDK5 inh: -2.1; AddAB inh: 3.5; phage Ecoli inh: 1.7; SUMO Mot1 rescue: -32; PKA-R1A act: -7; HTR5A ag ctr: 1; DAGLB inh: -4

What do the screens show for `CC(=O)Oc1ccc(Oc2ccc(-c3noc(C)n3)cc2)cc1`?
HTR5A inv ag: -10; Tat export inh: 1; E coli growth: 3.6; PKA-R2B activ: -8; CDK5 inh: 0.2; AddAB inh: 3.0; phage Ecoli inh: 3.1; SUMO Mot1 rescue: 25; PKA-R1A act: 0; HTR5A ag ctr: 1; DAGLB inh: -9

What do the screens show for `Cc1ccc(-n2c(N)cc(=O)nc2SCC(=O)N2CCN(c3ccccc3)CC2)cc1C`?
HTR5A inv ag: 5; Tat export inh: -5; E coli growth: 1.2; PKA-R2B activ: -2; CDK5 inh: -1.6; AddAB inh: 0.4; phage Ecoli inh: 0.9; SUMO Mot1 rescue: -12; PKA-R1A act: 2; HTR5A ag ctr: 0; DAGLB inh: 1

Results for O=C(CSc1nc(O)c(Cc2ccccc2)c(=O)n1-c1ccccc1)N1CCOCC1 ?
HTR5A inv ag: -27; Tat export inh: 13; E coli growth: 1.4; PKA-R2B activ: -10; CDK5 inh: -1.3; AddAB inh: -0.3; phage Ecoli inh: 2.6; SUMO Mot1 rescue: -1; PKA-R1A act: 9; HTR5A ag ctr: -2; DAGLB inh: -4

How did O=C(COc1ccccc1)NCC(=O)N/N=C/c1cccs1 do in these assays?
HTR5A inv ag: -9; Tat export inh: 4; E coli growth: 0.5; PKA-R2B activ: -1; CDK5 inh: 0.8; AddAB inh: -0.3; phage Ecoli inh: 1.1; SUMO Mot1 rescue: -1; PKA-R1A act: 3; HTR5A ag ctr: 3; DAGLB inh: 0

Results for CC(=O)c1cccc(NC(=O)C(C)OC(=O)CCCN=C2NS(=O)(=O)c3ccccc32)c1 (stereo unspecified) ?
HTR5A inv ag: -7; Tat export inh: 6; E coli growth: 0.0; PKA-R2B activ: 4; CDK5 inh: -0.1; AddAB inh: 0.1; phage Ecoli inh: 3.0; SUMO Mot1 rescue: -7; PKA-R1A act: -12; HTR5A ag ctr: 4; DAGLB inh: 2

Results for O=C(CNc1ccccc1OC(F)F)N1CCc2ccccc21 ?
HTR5A inv ag: -11; Tat export inh: -10; E coli growth: 0.8; PKA-R2B activ: 3; CDK5 inh: 1.3; AddAB inh: 3.1; phage Ecoli inh: 3.1; SUMO Mot1 rescue: -18; PKA-R1A act: 1; HTR5A ag ctr: 4; DAGLB inh: -7

How did C[Si](C)(C)n1ccnc1 do in these assays?
HTR5A inv ag: 22; Tat export inh: -10; E coli growth: 0.3; PKA-R2B activ: 7; CDK5 inh: -0.8; AddAB inh: -2.4; phage Ecoli inh: 4.4; SUMO Mot1 rescue: 8; PKA-R1A act: -1; HTR5A ag ctr: -6; DAGLB inh: 3

Assay outcomes from PubChem BioAssay.
